BCLXL inh: inhibitors of human Bcl-xL, primary screen, biochemical, fluorescence polarization, HTS. GST-Bcl-xL / FITC-Bim BH3 peptide fluorescence polarization. inhibition, % at 10.9 µM. 0.7% of 320,000 active. Bcl-2-like protein 1 (Homo sapiens), Q07817;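 active = inhibition above the mean of all tested compounds plus 3 SD, cutoff set per campaign, cut at about 30% in these data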;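 also: 0% = DMSO wells and 100% = unlabeled Bim-BH3 peptide competitor; inhibitors lower millipolarization by displacing the labeled peptide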
Target sequence (Q07817 whole entry, looked up): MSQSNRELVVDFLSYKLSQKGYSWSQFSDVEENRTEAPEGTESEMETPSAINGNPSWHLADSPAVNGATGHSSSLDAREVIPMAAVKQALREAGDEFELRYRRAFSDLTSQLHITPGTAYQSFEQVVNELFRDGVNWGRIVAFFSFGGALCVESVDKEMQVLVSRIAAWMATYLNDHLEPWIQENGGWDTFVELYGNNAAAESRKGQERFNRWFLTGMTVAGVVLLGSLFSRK
CR mimetic SO: reduction of superoxide in aged yeast, primary screen, HTS | S. cerevisiae aged cells, superoxide DHE fluorescence; active compounds read low | superoxide response (% of plate mean), % at 10 µM | 0.18% of 330,000 active | AID 2690, 2010;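 active = superoxide response under a set limit, about three screen SD below normal, cut at about 65% in these data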;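 also: yeast aged for seven days with compound at 30 °C before DHE staining; 100% = average MFI of all compound-treated wells on the plate with controls excluded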
ZTA DNA inh: counter-screen for EBNA-1 inhibitors: inhibitors of Epstein-Barr virus ZTA | ZTA-DNA binding, fluorescence polarization | P03206 | 0.15% of 320,000 active | inhibition, % at 11 µM; in the data active = inhibition above about 33%
GLD-1 RNA inh: GLD-1/TGE RNA complex disruptors, primary screen, biochemical, fluorescence polarization | purified GLD-1 + fluorescein TGE RNA | inhibition, % at 5.96 µM | 0.44% of 320,000 active;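 active = percent inhibition above a per-plate cutoff, the plate mean of test compounds plus 3 SD, cut at about 30% in these data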;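 also: 0% = DMSO wells with GLD-1 and probe and 100% = wells lacking GLD-1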
MEX-5 binding: MEX-5 zinc finger RNA-binding disruptors – biochemical, C. elegans, fluorescence polarization, MLPCN library, primary screen; Zinc finger protein mex-5 (Caenorhabditis elegans), Q9XUB2; 0.38% of 300,000 active; MEX-5/FITC-TCR2 RNA binding; active compounds read low; AID 1832, 2009; activity score (negative = inhibition of binding), % at 10 µM;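 active = inhibition past about -25% in most replicates, and total fluorescence under double the plate's negative control median, limit read from the data; inconclusive = replicates evenly split on the limit, or fluorescence at least double controls; inactive = too little inhibition in most replicates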;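 also: 0% = DMSO and -100% = 5 µM competing unlabeled TCR2 RNA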
Target sequence (Q9XUB2 whole entry, looked up): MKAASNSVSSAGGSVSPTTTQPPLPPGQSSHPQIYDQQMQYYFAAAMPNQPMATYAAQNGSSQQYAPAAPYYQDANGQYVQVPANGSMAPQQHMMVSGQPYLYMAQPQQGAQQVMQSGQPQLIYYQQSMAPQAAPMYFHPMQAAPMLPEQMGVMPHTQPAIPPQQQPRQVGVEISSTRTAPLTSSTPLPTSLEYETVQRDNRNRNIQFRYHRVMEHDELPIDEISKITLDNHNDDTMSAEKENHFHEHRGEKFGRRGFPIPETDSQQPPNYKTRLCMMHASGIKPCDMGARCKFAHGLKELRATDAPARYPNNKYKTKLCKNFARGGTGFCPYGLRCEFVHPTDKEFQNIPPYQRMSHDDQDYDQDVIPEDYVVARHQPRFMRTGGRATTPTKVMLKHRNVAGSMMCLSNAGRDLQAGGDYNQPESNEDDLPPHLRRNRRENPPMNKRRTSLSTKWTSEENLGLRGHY
Fam108B inh: mouse Fam108B serine hydrolase inhibitors, primary screen, counter-screen for RBBP9 inhibitor project, biochemical, fluorescence polarization; inhibition, % at 9.51 µM; recombinant Fam108B, FP-Rh probe fluorescence polarization; 0.33% of 300,000 active;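 active = inhibition above the screen mean inhibition plus 3 SD, computed separately per campaign, cut at about 18% in these data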;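 also: inhibitors lower polarization as less probe binds the enzyme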
MCL1-BIM inh: inhibitors of MCL1 binding to BIM-BH3, primary screen, biochemical, fluorescence polarization; inhibition, % at 10.9 µM; GST-MCL1 / FITC-Bim-BH3 fluorescence polarization; Induced myeloid leukemia cell differentiation protein Mcl-1 (Homo sapiens), Q07820; 0.68% of 320,000 active;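 active = inhibition above the mean inhibition of all tested compounds plus 3 SD, set per campaign, cut at about 40% in these data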;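 also: 0% = DMSO wells and 100% = unlabeled Bim-BH3 peptide control; higher means more loss of mP so more displacement of Bim peptide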
Target sequence (Q07820 whole entry, looked up): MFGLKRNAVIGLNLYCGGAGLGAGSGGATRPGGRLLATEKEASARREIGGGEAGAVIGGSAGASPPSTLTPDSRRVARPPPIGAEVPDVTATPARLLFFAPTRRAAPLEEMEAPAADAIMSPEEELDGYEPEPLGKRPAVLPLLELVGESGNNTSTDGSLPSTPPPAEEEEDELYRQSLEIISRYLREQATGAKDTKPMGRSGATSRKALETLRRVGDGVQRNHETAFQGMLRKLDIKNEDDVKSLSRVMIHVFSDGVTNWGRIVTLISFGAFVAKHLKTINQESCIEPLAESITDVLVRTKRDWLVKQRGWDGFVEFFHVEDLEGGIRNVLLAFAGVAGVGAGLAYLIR
EBNA-1 inh: EBNA-1 DNA-binding inhibitors, primary screen, biochemical, fluorescence polarization; inhibition, % at 14.8 µM; 0.34% of 300,000 active; in the data active = inhibition above about 28%
Efflux pump mplx: inhibitors of Candida efflux pumps in yeast, primary screen, S. cerevisiae, Nile Red, multiplex. inhibition, % at 10 µM. S. cerevisiae Candida pump triplex. 0.44% of 330,000 active;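 active = plate passing quality check with inhibition over a set limit, or well fluorescence over plate mean plus 4 SD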;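 also: Nile Red retained in pooled yeast measured as flow cytometry median fluorescence; 0% = buffer negative control and 100% = Enniatin B positive control; higher means more Nile Red kept so more efflux inhibition; some compounds called inactive have numbers as strong as hits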
Numbers without * were called inactive; ? = inconclusive; nt = not tested or not shown; & = joins results of further samples. Rows are unselected. About 2.3% of those tested had a hit in this group.

SMILES | BCLXL inh | CR mimetic SO | ZTA DNA inh | GLD-1 RNA inh | MEX-5 binding | Fam108B inh | MCL1-BIM inh | EBNA-1 inh | Efflux pump mplx
CCCNC(=O)/C=C/c1ccc(S(=O)(=O)Nc2ccccc2OC)cc1 | 3 | 105 | 11 | -5 | -0.3 | -5 | -2 | 5 | 0.1
CCOC(=O)C1(C)C=C(Nc2ccc(O)cc2)C(=O)N1c1ccc(O)cc1 (stereo not drawn) | 20 | 102 | -21 | 12 | -3.5 | 2 | 16 | -15 | -0.4
CC(=O)N(CC(C)(C)CC=C(C)C)c1ccccc1 | 10 | 102 | -8 | 2 | -0.2 | -2 | -5 | -11 | 0.1
COc1ccccc1C(=O)N/N=C/c1ccc(Cl)s1 | 4 | 93 | -9 | 8 | 2.1 | 2 | -6 | -2 | 0.2
COc1ccc(-c2cc(C(=O)Nc3c(C)nn(Cc4ccc(Cl)cc4)c3C)no2)cc1 | 0 | 99 | -5 | 11 | 0.9 | 1 | 2 | 9 | 1.1
Cc1cc(C)c(C(=O)CSc2nnc(N)s2)c(C)c1 | 3 | 142 | 7 | 3 | -1.3 | 6 | 0 | -6 | 0.0
Cc1ccccc1N1CCN(c2ncnc3scc(-c4cccs4)c23)CC1 | 3 | 99 | 12 | 3 | 1.1 | -1 | 7 | 19 | 0.1
COc1ccc(S(=O)(=O)N(CC(=O)NCc2ccco2)c2ccccc2)cc1OC | 6 | 102 | 12 | -13 | 0.5 | -1 | 1 | 0 | 0.0
N#Cc1ccc(C(=O)Nc2nnc(-c3ccco3)o2)cc1 | 2 | 99 | 19 | 2 | -0.2 | -3 | 1 | 7 | 0.1
Cc1onc(-c2c(F)cccc2Cl)c1C(=O)N1CCCc2ccccc21 | 2 | 77 | 13 | 5 | ? | 5 | -7 | 3 | 0.0
O=C(/C=C/c1cccc(Cl)c1)N1CCC(Cc2ccccc2)CC1 | 0 | 100 | -30 | 4 | -0.2 | 2 | 4 | 6 | 0.1
O=C1NN(c2ccc(Br)cc2)C(=O)/C1=C\c1ccc(O)cc1O | 4 | 105 | -10 | -6 | -4.2 | 12 | 3 | -14 | 0.3
COc1ccc(NC(=O)c2cnc(NS(=O)(=O)c3ccccc3)nc2)cc1 | 3 | 103 | 0 | 2 | 2.0 | 4 | 3 | -4 | -0.1
CCOC(=O)c1nn(-c2ccccc2)c(C#N)c1NC(=O)c1nn(CC)cc1Br | 3 | 93 | 2 | 8 | 0.2 | -2 | 9 | -15 | 0.2
CN1CCC2(CC1)NC(=O)NC2=O | -11 | 98 | 1 | -12 | -3.5 | 2 | -19 | -2 | 0.0
O=C(O)c1ccc(COc2ccc(Cl)cc2)o1 | 7 | 110 | -8 | -5 | -1.5 | 4 | 3 | -11 | -0.4
Cc1ccc(NC(=O)C(=O)NCc2ccco2)c(C)c1 | 0 | 107 | -5 | 4 | 0.3 | 6 | -3 | -2 | 0.2
C=CCC(O)(CCN1CCCCC1)c1ccccc1 (stereo not drawn) | 8 | 85 | -1 | 4 | -0.6 | -6 | 7 | 5 | -0.4
Cc1ccc(-c2nc(SCC(=O)Nc3cc(S(=O)(=O)N4CCCCC4)ccc3Cl)n[nH]2)cc1 | 1 | 93 | 0 | 1 | 1.0 | -26 | -5 | 9 | -0.3
COC(=O)c1ccc(/C=N/NC(=O)CC(=O)NC2CCCCC2)cc1 | 5 | 107 | -4 | -1 | -1.1 | -4 | 3 | -16 | 0.7
O=C(N/N=C/c1ccc(Cl)c([N+](=O)[O-])c1)C1CC1 | -1 | 104 | -5 | 6 | 0.1 | 3 | 6 | -1 | 0.2
Cc1cccc(C)c1NC(=O)C(NC=O)c1ccc(Cl)cc1 (stereo not drawn) | 3 | 98 | 1 | -2 | 2.6 | 0 | 3 | 2 | 0.0
O=C(Cc1ccccc1[N+](=O)[O-])NC1CCN(Cc2ccccc2)CC1 | 3 | 106 | -7 | -4 | -0.3 | -8 | 1 | 5 | 0.0
O=C(NNC(=O)c1n[nH]c(=O)c2ccccc12)c1ccc(Br)cc1 | 4 | 105 | -7 | -1 | -0.6 | -3 | 4 | -10 | 0.4
COc1ccc(OC)c(C2C(C(=O)c3ccco3)=C(O)C(=O)N2CCN2CCOCC2)c1 (stereo not drawn) | 6 | 93 | 8 | 5 | -7.5 | -4 | -1 | 9 | 0.1

Continued; it opens with the 2 that closed the last part.
SMILES | BCLXL inh | CR mimetic SO | ZTA DNA inh | GLD-1 RNA inh | MEX-5 binding | Fam108B inh | MCL1-BIM inh | EBNA-1 inh | Efflux pump mplx
O=C(NNC(=O)c1n[nH]c(=O)c2ccccc12)c1ccc(Br)cc1 | 4 | 105 | -7 | -1 | -0.6 | -3 | 4 | -10 | 0.4
COc1ccc(OC)c(C2C(C(=O)c3ccco3)=C(O)C(=O)N2CCN2CCOCC2)c1 (stereo not drawn) | 6 | 93 | 8 | 5 | -7.5 | -4 | -1 | 9 | 0.1
O=C1CCC(=O)N1OCCCOc1ccccc1 | 9 | 103 | -10 | -2 | 0.9 | -2 | 9 | -4 | 0.0
Cc1sc(NC(=O)CSc2nnc(N)s2)c(C#N)c1C | 4 | 92 | 7 | -2 | -0.9 | 2 | 7 | -2 | 0.3
Cc1occc1C(=O)Nc1cc(C(F)(F)F)ccc1Cl | -4 | 115 | -3 | 9 | 0.8 | -4 | -10 | 1 | 0.0
COc1ccc(C(=O)NCC(O)COc2ccc(C(C)(C)C)cc2)cc1[N+](=O)[O-] (stereo not drawn) | -1 | 126 | 1 | 0 | 0.7 | -2 | 1 | 3 | -0.2
CC(=O)Nc1ccc(NC(=O)C(C)OC(=O)C(C)SCC(=O)Nc2ccc(F)cc2)cc1 (stereo not drawn) | -3 | 96 | -8 | -5 | 0.0 | 6 | -5 | -12 | 0.0
COc1ccc(NC(=O)C2CCCN(S(=O)(=O)c3ccccc3)C2)c(OC)c1 (stereo not drawn) | 3 | 92 | 6 | 2 | 0.9 | 2 | 6 | 7 | -0.1
O=S(=O)(c1ccc(F)cc1)N1CCN(c2ccccc2)CC1 | -5 | 89 | 8 | 2 | 0.8 | 0 | -8 | 1 | 0.4
CC1CCC2C(=O)N(c3ccccc3OC(=O)c3ccccc3)C(=O)C2C1 (stereo not drawn) | 4 | 112 | 7 | 4 | -0.2 | 4 | -4 | 7 | -0.1
O=C(COn1nnc2ccc(C(F)(F)F)cc21)Nc1nnc(-c2ccccc2)o1 | 1 | 60* | -5 | -5 | 1.1 | -2 | 0 | 0 | 0.0
CCn1c(=O)c(C(=O)CN(C)Cc2cccc(OC)c2OC)c(N)n(Cc2ccccc2)c1=O | 6 | 106 | 5 | 5 | -2.1 | 8 | 2 | 0 | 0.1
Cc1ccccc1-n1ccnc1SCC(=O)O | -3 | 102 | 1 | 3 | -1.1 | -1 | 1 | 2 | 0.0
N#C/C(=N\O)c1nc(-c2ccccc2)cs1 | 1&0 | 107&97 | -2&3 | -3&4 | 2.5&-1.9 | -2&2 | -5&-2 | -1&-11 | 0.0&0.1
O=C(NCc1ccccc1F)c1ccc(S(=O)(=O)Nc2cccc(C(F)(F)F)c2)cc1 | 6 | 116 | 14 | 9 | nt | -3 | 2 | 13 | 0.2
CC1CN(c2oc(-c3cccs3)nc2C#N)CC(C)O1 (stereo not drawn) | 7 | 107 | -6 | 2 | -3.2 | 6 | 3 | -5 | -0.1
Cc1cnc(C(=O)Nc2nc(-c3ccccc3)cs2)cn1 | 3 | 96 | 2 | 5 | -1.7 | 3 | 9 | 4 | 0.1
CCn1c2ccc(F)cc2c2nnc(SCCN3CCOCC3)nc21 | 15 | 94 | -13 | -1 | -2.3 | 1 | 9 | 13 | -0.2
CCCn1c(C)cc(/C=C(\C#N)C(=O)OCC(=O)Nc2cccc(OC)c2)c1C | 1 | 108 | 3 | 0 | 0.3 | -7 | -7 | 67* | 0.8
COc1cccc(C2=NOC(C(=O)Nc3cccnc3)C2)c1 (stereo not drawn) | -3 | 86 | -11 | -1 | -0.3 | -1 | 0 | -1 | 0.1
CNC(=O)C(Sc1nc(C)nc2c1oc1ccccc12)C(C)=O (stereo not drawn) | -1 | 113 | 0 | -154 | 1.3 | 3 | -6 | 11 | -0.1
O=C1CN2NC(=S)N(c3ccccc3)C2=CN1c1ccc(Cl)cc1 | -7 | 113 | -12 | -1 | 1.8 | -5 | -3 | -7 | -0.1
CCOC(=O)C1=C(c2ccccc2)Nc2ncnn2C1c1cc(OC)cc(OC)c1OC (stereo not drawn) | -1 | 109 | 4 | -2 | 1.7 | -2 | 1 | -24 | 0.7
CCN1CCCC1CNS(=O)(=O)c1cc(Br)cc2c1N(C(=O)C1CC1)CC2 (stereo not drawn) | 9 | 119 | -10 | 3 | -3.7 | 2 | 2 | -3 | 20*
Cc1ccc(C(=O)Nc2cccc(C(=O)O)c2)cc1S(=O)(=O)N1CCCCC1 | 3 | 102 | -1 | 5 | nt | 3 | 7 | -18 | 0.4
NC(=O)Nc1ccc(F)cc1 | 5 | 92 | 0 | -1 | 1.3 | 2 | 4 | -3 | 0.0
CCN1CCCc2cc(CN(CCN3CCOCC3)C(=O)Nc3ccc(C)c(C)c3)ccc21 | 16 | 105 | 20 | 4 | -0.5 | 0 | 16 | 0 | -0.2
CCCn1c(SCC(=O)Nc2cc(Cl)ccc2OC)n[nH]c1=O | -4 | 94 | 5 | -3 | 0.0 | -3 | -1 | 0 | -0.1
COc1ccc(NC(=O)CSc2ccccn2)c([N+](=O)[O-])c1 | 6 | 98 | -8 | 3 | -1.2 | 4 | 1 | -4 | 0.0
COc1ccc([N+](=O)[O-])cc1NS(=O)(=O)c1cc(C(=O)N2CCN(C)CC2)ccc1OC | -2 | 102 | 7 | 5 | nt | nt | -3 | nt | 0.1
COc1cc2c(cc1OC)C(c1cccc([N+](=O)[O-])c1)NC(=O)C2 (stereo not drawn) | 7 | 94 | -8 | -2 | -0.3 | 3 | -2 | -19 | 0.2

Looked up above.
`CCN1CCCc2cc(CN(CCN3CCOCC3)C(=O)Nc3ccc(C)c(C)c3)ccc21` in MCL1-BIM inh → 16
`COc1ccc(-c2cc(C(=O)Nc3c(C)nn(Cc4ccc(Cl)cc4)c3C)no2)cc1` in ZTA DNA inh → -5
`O=C(N/N=C/c1ccc(Cl)c([N+](=O)[O-])c1)C1CC1` in ZTA DNA inh → -5
`CNC(=O)C(Sc1nc(C)nc2c1oc1ccccc12)C(C)=O` (stereo not drawn) in Fam108B inh → 3

Arranged by molar mass (smallest number first): part of the list above.
SMILES | BCLXL inh | CR mimetic SO | ZTA DNA inh | GLD-1 RNA inh | MEX-5 binding | Fam108B inh | MCL1-BIM inh | EBNA-1 inh | Efflux pump mplx
CC(=O)N(CC(C)(C)CC=C(C)C)c1ccccc1 | 10 | 102 | -8 | 2 | -0.2 | -2 | -5 | -11 | 0.1
COc1ccc(S(=O)(=O)N(CC(=O)NCc2ccco2)c2ccccc2)cc1OC | 6 | 102 | 12 | -13 | 0.5 | -1 | 1 | 0 | 0.0
CC(=O)Nc1ccc(NC(=O)C(C)OC(=O)C(C)SCC(=O)Nc2ccc(F)cc2)cc1 (stereo not drawn) | -3 | 96 | -8 | -5 | 0.0 | 6 | -5 | -12 | 0.0
